Screening data from PubChem BioAssay.
POLI inh: DNA polymerase iota (human) inhibition | Pol iota fluorescent replication assay, 10 min | Potency, µM (top dose mostly 115 µM), for the others: at the highest dose activity, negative = inhibition, most hits filed as inhibitors | 390,000 compounds, 1% hits; further: potency means the concentration at half of the fitted maximal effect
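Pol iota at 10 nM preincubated 15 min with compounds at room temperature; reaction started with fluorescent substrate, 50 nM final. Fluorescence read kinetically at 0 and 10 min; buffer-only wells as negative control.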
Pol kappa inh: DNA polymerase kappa (human) inhibition; Q9UBT6; purified Pol kappa, fluorescent DNA synthesis assay, 10 min; Potency, µM (top dose mostly 107 µM), without a hit: at the highest dose activity, negative = inhibition, usual class: inhibitors; 400,000 compounds, 0.53% hits; AID 588579; further: potency means the concentration at half of the fitted maximal effect; on the % scale 0 is the no-effect control and ±100 the full control effect
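Inhibition of 10 nM Pol kappa is measured by a fluorescent read-out at 0 and 10 min following addition of 50 nM substrate (final), with a 15-min room-temperature compound preincubation.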
RXFP1 antag: antagonists of human relaxin receptor RXFP1 | Q9HBX9 | HEK293-RXFP1, relaxin-stimulated cAMP HTRF, 30 min; stronger effect = lower value | activity change, negative = inhibition, % at 57.5 µM | 350,000 compounds, 0.59% hits;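 active means activity change of -60% or lower, but not beyond a set lower limit; inconclusive means change between -60% and -40%, or beyond the set limit; inactive means change above -40%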; further: on the % scale 0 is the no-effect control and ±100 the full control effect
Pol eta inh: blocks human DNA polymerase eta activity. recombinant Pol eta, fluorescent DNA replication assay. Q9Y253. AID 588591. Potency, µM (titrated, usually from 114 µM), for inactives: at the highest dose activity change, negative = inhibition, usual class: inhibitors. 390,000 compounds, 1.2% hits; further: potency means the concentration at half of the fitted maximal effect; on the % scale 0 is the no-effect control and ±100 the full control effect
Target sequence (Q9Y253 whole entry, looked up): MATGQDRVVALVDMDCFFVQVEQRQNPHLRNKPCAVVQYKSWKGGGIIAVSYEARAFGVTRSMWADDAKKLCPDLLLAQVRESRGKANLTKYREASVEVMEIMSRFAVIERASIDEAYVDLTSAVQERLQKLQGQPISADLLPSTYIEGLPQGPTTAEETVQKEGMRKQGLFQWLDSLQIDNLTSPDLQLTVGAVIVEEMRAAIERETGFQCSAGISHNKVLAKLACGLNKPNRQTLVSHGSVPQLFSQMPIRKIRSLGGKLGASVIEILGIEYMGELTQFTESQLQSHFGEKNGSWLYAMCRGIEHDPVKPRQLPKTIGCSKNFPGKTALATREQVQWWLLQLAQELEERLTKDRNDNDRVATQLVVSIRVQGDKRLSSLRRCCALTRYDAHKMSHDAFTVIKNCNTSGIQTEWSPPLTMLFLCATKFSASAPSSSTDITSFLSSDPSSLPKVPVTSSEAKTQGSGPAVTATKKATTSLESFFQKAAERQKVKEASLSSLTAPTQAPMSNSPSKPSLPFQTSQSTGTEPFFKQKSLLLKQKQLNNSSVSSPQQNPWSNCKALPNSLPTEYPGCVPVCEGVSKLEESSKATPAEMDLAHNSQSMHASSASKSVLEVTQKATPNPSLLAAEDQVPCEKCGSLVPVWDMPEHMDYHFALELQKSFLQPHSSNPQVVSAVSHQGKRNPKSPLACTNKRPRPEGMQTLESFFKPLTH
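Pol eta (10 nM) was preincubated with compounds for 15 min at room temperature, after which fluorescent replication substrate (50 nM final) was added to start the reaction. Fluorescence was read kinetically at 0 and 10 min.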
APEX1 inh: blocks human APE1 abasic DNA cleavage; P27695; recombinant APE1, TAMRA/BHQ-2 abasic DNA cleavage fluorescence; Potency, µM (doses to about 65.8 µM), without a hit: at the top dose activity change, negative = inhibition, hits mostly inhibitors; 350,000 compounds, 0.35% hits;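 further: potency means the concentration at half of the fitted maximal effect; plate controls were vehicle for no effect and reference inhibitor for full effect; nearly all actives have a fitted effect of over 55% in size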
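Compound pre-exposure to 0.75 nM APE1, 15 min at ambient temperature. Reaction initiated with 50 nM TAMRA/BHQ-2 THF substrate, read immediately in kinetic mode, 525 nm excitation, 598 nm emission.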
BLM helicase inh: Bloom syndrome helicase (human) inhibition. P54132. recombinant BLM DNA unwinding, fluorescence dequenching. Potency, µM (series often up to 56.1 µM), without a hit: top-dose activity change, negative = inhibition, hits mostly inhibitors. 350,000 compounds, 0.2% hits. AID 2528;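 further: potency means the concentration at half of the fitted maximal effect; plate controls were vehicle for no effect and no enzyme for full effect; nearly all actives have a fitted effect of over 35% in size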
Anesthetic bind: binds horse apoferritin like a general anesthetic. apoferritin/1-aminoanthracene competitive binding, fluorescence. Potency, µM (doses to about 77.5 µM), inactives show at the top dose activity change, negative = displacement, hits mostly inhibitors. 350,000 compounds, 0.074% hits. AID 485281; further: potency means the concentration at half of the fitted maximal effect; on the % scale 0 is the no-effect control and ±100 the full control effect; nearly all actives have a fitted effect of over 20% in size
Target sequence (P02791 2-175 limits assumed): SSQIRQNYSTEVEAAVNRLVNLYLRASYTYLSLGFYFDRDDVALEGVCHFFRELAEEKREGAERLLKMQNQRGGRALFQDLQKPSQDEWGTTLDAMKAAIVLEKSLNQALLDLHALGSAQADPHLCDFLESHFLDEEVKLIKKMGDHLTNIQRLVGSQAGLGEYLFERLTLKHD
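Concentration-response curves derived by four-parameter Hill fitting of normalized fluorescence, where compounds displaced 1-AMA from 10 uM horse apoferritin following a brief 10 min room-temperature incubation; propofol titration acted as positive control.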
POLB inh: inhibitors of human DNA polymerase beta. Pol beta primer extension/strand displacement, fluorescence kinetic. Potency, µM (doses to about 114 µM), for inactives: top-dose activity change, negative = inhibition, usual class: inhibitors. 340,000 compounds, 1.3% hits. AID 485314; further: potency means the concentration at half of the fitted maximal effect; on the % scale 0 is the no-effect control and ±100 the full control effect
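Pol beta (10 nM) was preincubated with compound for 15 min at room temperature. The reaction was then started with 50 nM substrate and read immediately and after a further 10 min at room temperature.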
PGK inhibitor: T. brucei PGK inhibition. P07378. PGK/GAPDH coupled, Kinase-Glo luminescence, 60 min. Potency, µM (series often up to 57.5 µM), inactives show at the top dose activity change, negative = inhibition, most hits filed as inhibitors. 380,000 compounds, 0.043% hits. AID 602233; further: potency means the concentration at half of the fitted maximal effect; on the % scale 0 is the no-effect control and ±100 the full control effect; nearly all actives have a fitted effect of over 60% in size
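Recombinant glycosomal PGK reaction used 1,3-bisphosphoglycerate generated in-well by GAPDH (100nM final) in 100mM TEA pH 7.6, 5mM MgCl2, 0.01% Tween-20. After 60 minutes at room temperature, ATP was read by Kinase-Glo Plus luminescence end-point.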
An asterisk follows results filed as active; i = inactive; ? = inconclusive; nt = not tested or not shown; & = joins results of further samples; ! = a repeat was not active; [ ] = remark or other dose. Unless noted, the call rests on the fitted dose curve; in most records, active means well fitted curve in the direction sought with a large enough effect; inconclusive means small, poorly fitted or top-dose-only effect, or another doubt; inactive means no such curve, though single readings can be large; an effect the other way counts as inactive or inconclusive. A portion of the library (hit frequency here may not be typical).

1) COc1ccc(NC(=O)Cc2ccc(Cl)cc2Cl)cn1
2) CC(C(=O)O)n1nc2ccccc2n1 (stereo not drawn)
3) CN(C(=O)C1CCN(S(=O)(=O)c2cccs2)CC1)C1CCCCC1
4) O=C(c1cc(Br)c(Br)s1)N1CCN(c2ccccn2)CC1
5) CN1CCN(C(=O)c2cc3sccc3n2CC(=O)c2ccccc2)CC1
6) CCn1c(CSc2nc3ccccc3[nH]2)nc2cc(C(=O)O)ccc21
7) CCCCN1C(=O)C(=O)N(CC(=O)Nc2ccc(OC(F)(F)F)cc2)C1=O
8) CCOC(=O)CSc1nnc(-c2ccccc2)o1
Compound,1,2,3,4,5,6,7,8
POLI inh,2%,?,-8%,-5%,24%,?,27%,?
Pol kappa inh,-1%,-12%,-8%,0%,2%,-16%,-9%,-37%
RXFP1 antag,8,3,-11,-27,9,-9,-4,-1
Pol eta inh,-10%,-9%,10%,?,-2%,-5%,-24%,6%
APEX1 inh,-2%,-1%,2%,49%[activator],2%,-1%,7%,2%
BLM helicase inh,-4%,-3%,3%,-11%,-2%,-3%,nt,4%
Anesthetic bind,-13%,-14%,-12%,-8%,-7%,67%[activator],nt,6%
POLB inh,85%,15%,0%,18%,18%,-6%,nt,46%
PGK inhibitor,8%,6%,-3%,-2%,i,-5%,-11%,-10%

9) Cc1ccc(-c2csc(NC(=O)C3CSC4(C)CCC(=O)N34)n2)cc1 (stereo not drawn)
10) Cc1cc(C(=O)COC(=O)c2ccc(O)cc2O)c(C)n1C(C)C
11) CCCCNC(=O)CNC(=S)N(CCCN1CCOCC1)Cc1cccs1
12) Fc1ccc(C(c2nnnn2Cc2cccs2)N2CCN(C3CCCC3)CC2)cc1 (stereo not drawn)
13) O=C(O)c1cc(-c2ccccc2)nc2ccccc12
14) O=C(COc1ccc(Br)cc1)Nc1ccccc1N1CCCC1
15) O=C(CN(Cc1ccco1)S(=O)(=O)c1ccccc1)N/N=C/c1cccc(O)c1
16) Cc1ccc(C)c(OCCn2cc(/C=C(/C#N)C(=O)NCC3CCCO3)c3ccccc32)c1 (stereo not drawn)
Compound,9,10,11,12,13,14,15,16
POLI inh,4%,4%,37%[activator],?,-14%,1%,2%,10%
Pol kappa inh,-11%,-12%,-12%,-12%,-10%,4%,-21%,-6%
RXFP1 antag,-1,-10,-4,-27,-33&-27,4,5,-6
Pol eta inh,-7%,-25%,-1%,-17%,-15%,-16%,-9%,-14%
APEX1 inh,38%,-9%,3%,-3%,2%&-6%,-8%,0%,-3%
BLM helicase inh,nt,nt,1%,1%,3%&1%&-3%,-1%,-3%,-6%
Anesthetic bind,nt,nt,-5%,-17%,21%&-2%,-6%,-10%,-13%
POLB inh,nt,nt,18%,6%,1%&-5%,30%,?,-4%
PGK inhibitor,-14%,i,0%,i,-5%,i,-2%,3%

17) COc1ccc(O)c(N)c1
18) CC(C)C(NC(=O)c1ccccc1Br)c1ccccc1 (stereo not drawn)
19) CCOc1ccc(C(=O)Nc2ccccc2NC(C)=O)cc1OCC
20) COc1ccc(OC)c(/C=C2\S/C(=N/NC(=O)c3ccc4ccccc4c3)NC2=O)c1
21) Cn1nc(C(=O)NCc2ccccc2)c2c1-c1ccccc1S(=O)(=O)C2
22) CCN(C(C)=O)c1nnc(CSc2nc3ccccc3s2)s1
23) CCN(CC)CCN(C(=O)CCS(=O)(=O)c1ccccc1)c1nc2cc3c(cc2s1)OCO3
24) CC(=O)Nc1ccc(SCC(=O)Nc2cc(C(C)(C)C)nn2-c2ccccc2)cc1
Compound,17,18,19,20,21,22,23,24
POLI inh,nt,43%[activator],50%[activator],-4%,10%&1%,0%,-6%,?
Pol kappa inh,nt,3%,-8%,-21%,-17%&-7%,-2%,-5%,-12%[60.1 µM]
RXFP1 antag,nt,1,2,?,-6&3,2,-4,1
Pol eta inh,nt,-1%,-12%,20µM*,-8%&-16%,-4%,-8%,?
APEX1 inh,?,?,17%,4%,-12%,2%,5%,1%
BLM helicase inh,?,-10%,0%,-28%,-3%&-9%,-5%,0%,-3%
Anesthetic bind,-11%,-15%,-3%,-12%,-3%&-1%,-14%,-16%,-19%
POLB inh,1%,-8%,-20%,0%,-30%,-2%,6%,18%
PGK inhibitor,nt,i,-8%,-22%,-1%&-4%,-5%,-8%,i

Four entries from above, with two lines to a compound:
Below each SMILES – POLI inh, Pol kappa inh, RXFP1 antag, Pol eta inh, APEX1 inh, BLM helicase inh, Anesthetic bind, POLB inh, PGK inhibitor
[17] COc1ccc(O)c(N)c1
    nt, nt, nt, nt, ?, ?, -11%, 1%, nt
[18] CC(C)C(NC(=O)c1ccccc1Br)c1ccccc1 (stereo not drawn)
    43%[activator], 3%, 1, -1%, ?, -10%, -15%, -8%, i
[19] CCOc1ccc(C(=O)Nc2ccccc2NC(C)=O)cc1OCC
    50%[activator], -8%, 2, -12%, 17%, 0%, -3%, -20%, -8%
[20] COc1ccc(OC)c(/C=C2\S/C(=N/NC(=O)c3ccc4ccccc4c3)NC2=O)c1
    -4%, -21%, ?, 20µM*, 4%, -28%, -12%, 0%, -22%

Next part:
25) Cc1ccc(C(=O)N2CCCC(N3CCN(c4ccccc4C)CC3)C2)c(=O)[nH]1 (stereo not drawn)
26) CCn1c(Oc2ccccc2)nc2c1c(=O)n(C)c(=O)n2C
27) O=C(NCCCN1CCCCC1)c1ccc2c(c1)NC(=O)c1ccccc1S2
28) O=C(CN1C(=O)C2CC=CCC2C1=O)Nc1nc(-c2ccc(F)c(F)c2)cs1 (stereo not drawn)
29) CC(=O)N(Cc1cc(=O)[nH]c2ccccc12)c1cccc(C)c1
30) CNC(=S)NCCc1ccccc1
31) Cc1cc(C(=O)NNC(=O)c2ccc(Cl)cc2)no1
32) CCCn1c(/C=C/c2ccccc2)nc2ccccc21
Compound,25,26,27,28,29,30,31,32
POLI inh,?,122%[activator],17%,9%,3%,50%[activator],42%[activator],24%&-10%
Pol kappa inh,-29%,1%,2%,8%,-9%,0%,-12%,-19%[60.1 µM]
RXFP1 antag,6,-7,8,?,1,-24,-8,-86*!
Pol eta inh,-22%,-12%,-17%,-6%,2%,-7%,1%,-15%&-22%
APEX1 inh,-7%,10%,73%[activator],-7%,-5%,-1%,-1%,-2%
BLM helicase inh,-3%,-1%,0%,nt,2%,-1%,-1%,-2%&-8%
Anesthetic bind,-7%,-5%,-16%,nt,?,-11%,6%,-2%&-12%
POLB inh,0%,-19%,-2%,nt,12%,3%,-1%,-9%&0%
PGK inhibitor,-4%,i,i,i,0%,-5%,7%,2%&-12%

33) O=C(CNS(=O)(=O)c1ccccc1)OCC(=O)c1ccc(F)cc1
34) CC(Oc1ccccc1)C(=O)N1CCc2ccccc2C1 (stereo not drawn)
35) O=C(CNCc1ccc(Cl)cc1)Nc1ccc(C(=O)N2CCCCC2)cc1
36) COc1ccc(CCNC(=O)CCCCCN2C(=O)c3ccccc3C2=O)cc1OC
37) CCOc1ccc(Cn2c(=O)sc3ccccc32)cc1
38) Cc1cc(C(=O)N2CCN(C(c3ccccc3)c3ccccc3)CC2)no1
39) O=C(NCc1ccco1)c1ccc(S(=O)(=O)N2CCCCCC2)cc1
40) CCCCOc1ccc(C(=O)OCC(=O)NC2CCCC2)cc1
Compound,33,34,35,36,37,38,39,40
POLI inh,-15%,-2%,-13%,179%[activator],57%&5%[activator],-14%[58.9 µM],-10%,153%[activator]
Pol kappa inh,-13%,11%,-2%,-7%,-7%&-9%,-7%,-17%,-3%
RXFP1 antag,-12,-4,-3,-9,-2&0,-10,2,-2
Pol eta inh,-5%,-13%,-18%,-27%,-28%&-7%,-15%,-9%,-4%
APEX1 inh,-2%,-3%,73%[activator][12.4 µM],0%,2%,-4%,-11%,1%
BLM helicase inh,5%,-2%,-2%,3%,-10%&1%,-7%,nt,-2%
Anesthetic bind,0%,-6%,-6%,-6%,-9%&3%,-7%,nt,-8%
POLB inh,4%,5%,-1%,-3%,20%&-1%,1%,nt,-15%
PGK inhibitor,3%,i,-8%,0%,-8%&-8%,-9%,-1%,2%

41) Cc1ccc(NC(=O)CS(=O)CC(=O)NC23CC4CC(CC(C4)C2)C3)cc1 (stereo not drawn)
42) CN(C(=O)COC(=O)c1cc[n+]([O-])cc1)c1ccccc1
43) O=C(NCCc1ccccc1)C(=S)N1CCCCC1
44) COc1cc(NC(=O)C2CCCN(c3ncccn3)C2)cc(OC)c1 (stereo not drawn)
45) CCn1ncc(Br)c1C(=O)Nc1cccc(C(C)=O)c1
46) Cc1ccc(C(=O)C2CC2)c(C)c1
47) CCc1ccccc1NC(=O)Nc1cc(C(=O)NCc2ccc(C)cc2)ccc1N1CCCC1
48) Cc1ccccc1C(=O)NNc1ncnc2c1cnn2-c1cccc(Cl)c1
49) COc1ccccc1Cn1cc(C(=O)c2ccc(C)cc2)c(=O)c2cc(C)ccc21
50) CC(=O)c1c(C)[nH]c(C(=O)NCc2ccccc2Cl)c1C
51) CN(C)CCn1cnc2c1c(=O)n(C)c(=O)n2C
Compound,41,42,43,44,45,46,47,48,49,50,51
POLI inh,26%,10%,32%[activator],4%,29%,11%,20%,5%,14%,-1%,6%
Pol kappa inh,-3%,1%,-1%,0%,8%,-11%,-1%[60.1 µM],-4%[60.1 µM],-3%,3%,-6%
RXFP1 antag,-30,-4,10,-6,-5,-3,-2,-17,-8,-2,-3
Pol eta inh,-3%,-7%,-15%,2%,-11%,-13%,-21%,-3%,-19%,-2%,-10%
APEX1 inh,18%,9%,3%,7%,9%,nt,nt,nt,nt,1%,-2%
BLM helicase inh,-3%,-1%,-2%,-14%,-5%,nt,-2%,-9%,-4%,-5%,-4%
Anesthetic bind,?,-2%,-11%,-7%,-8%,nt,36%[activator],-14%,?,?,4%
POLB inh,3%,1%,27%,5%,1%,nt,8%,-8%,15%,-2%,14%
PGK inhibitor,i,-10%,0%,-6%,-1%,i,-6%,3%,-10%,0%,i
